AmpC detergent: blocks E. coli AmpC beta-lactamase in detergent assay. Potency, µM (titrated, usually from 114 µM), for the others: at the highest dose activity change, negative = inhibition, usual class: inhibitors. P00811. AID 485294. 0.041% of 370,000 active. AmpC hydrolysis of nitrocefin, absorbance 480 nm, 0.01% Triton;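 further: potency means the concentration at half of the fitted maximal effect; 0% = no-compound wells and -100% = no-enzyme wells; nearly all actives have a fitted effect of over 25% in size; some results filed as inactive show a strong effect at the top dose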
Target sequence (P00811 whole entry, looked up): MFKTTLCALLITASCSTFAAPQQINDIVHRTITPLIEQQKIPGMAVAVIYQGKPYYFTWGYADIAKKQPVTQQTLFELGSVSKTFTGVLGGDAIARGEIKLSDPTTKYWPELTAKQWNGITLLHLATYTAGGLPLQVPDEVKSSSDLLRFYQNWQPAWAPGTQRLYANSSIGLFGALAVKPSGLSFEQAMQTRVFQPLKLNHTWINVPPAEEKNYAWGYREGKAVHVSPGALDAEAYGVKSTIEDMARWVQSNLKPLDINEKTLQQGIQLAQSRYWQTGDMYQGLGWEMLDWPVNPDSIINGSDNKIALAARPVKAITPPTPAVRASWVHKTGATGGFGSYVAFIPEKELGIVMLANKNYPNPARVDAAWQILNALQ
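20 mM phosphate pH 7.0 + 0.01% (detergent screen) or 0.0001% Triton X-100; 5.3 nM AmpC reagent; cpd preinc 15 min RT; nitrocefin (800 uM stock) to start; A480 q20 s × 4 min; Activity was normalised to no-enzyme and no-compound control wells.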
Giardia FBPA inh: Giardia lamblia aldolase inhibition; purified Giardia FBPA; A8B2U2; 0.71% of 290,000 active; Potency, µM (doses to about 59.6 µM), for the others: at the highest dose activity, negative = inhibition, hits mostly inhibitors; further: potency means the concentration at half of the fitted maximal effect; nearly all actives have a fitted effect of over 55% in size
Target sequence (A8B2U2 whole entry, looked up): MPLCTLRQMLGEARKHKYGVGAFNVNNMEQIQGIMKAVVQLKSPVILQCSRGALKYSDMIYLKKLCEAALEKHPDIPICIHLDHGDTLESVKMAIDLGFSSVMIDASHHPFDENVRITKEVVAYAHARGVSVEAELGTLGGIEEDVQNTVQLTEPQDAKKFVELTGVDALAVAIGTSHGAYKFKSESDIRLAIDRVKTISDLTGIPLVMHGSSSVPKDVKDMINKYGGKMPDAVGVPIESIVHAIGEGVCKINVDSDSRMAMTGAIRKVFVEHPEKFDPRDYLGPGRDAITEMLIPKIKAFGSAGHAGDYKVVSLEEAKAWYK
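Giardia FBPA (40 nM reagent) was preincubated 10 min at RT with compound (up to 57.5 uM final), then substrate plus GAPDH/TPI/NAD/arsenate coupling system with diaphorase/resazurin was added; resorufin fluorescence (525/598 nm) was read after 20 min.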
HCMV inh: blocks human cytomegalovirus replication | 4.5% of 410,000 active | activity change, negative = inhibition, % at 57.5 µM | HFF cells, HCMV-luciferase reporter, 72 h; hits give low values | AID 1259415; in the data active means activity change below about -60%; inconclusive means no clear call, values can overlap the other calls; inactive means above about -39%
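Luciferase read-out from HCMV-luciferase-infected HFFs (MOI 1 PFU/cell) 72 h post infection at 37C; compounds added after 16 h cell attachment; activity normalized between buffer-only basal and Salinomycin (10uM) inhibitor controls.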
Sm TGR inh: S. mansoni TGR enzyme inhibition; Q962Y6; purified TGR, DTNB reduction, TNB absorbance 405 nm; Potency, µM (titrated, usually from 114 µM), for inactives: at the highest dose activity change, negative = inhibition, hits mostly inhibitors; 3% of 360,000 active; AID 485364; further: potency means the concentration at half of the fitted maximal effect; nearly all actives have a fitted effect of over 60% in size
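First, TGR (20 nM dispensed) and NADPH were mixed with compound. Second, a 15 min room-temperature incubation followed. Third, further NADPH and then DTNB were added to start the reaction. Finally, TNB absorbance was monitored kinetically.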
AMA1-RON2 inh: AMA1-RON2 (P. falciparum) interaction inhibition; AlphaScreen AMA1-biotinylated RON2 peptide binding; 0.2% of 360,000 active; Potency, µM (series often up to 58.2 µM), for the others: at the highest dose activity change, negative = inhibition, most hits filed as inhibitors; AID 720542;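 further: potency means the concentration at half of the fitted maximal effect; 0% = vehicle wells and -100% = peptide control; nearly all actives have a fitted effect of over 45% in size; some results filed as inactive show a strong effect at the top dose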
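AMA1 (3D7) with his tag at 25 nM final met compounds first, then biotinylated RON2 peptide at 25 nM; detection used donor plus acceptor beads, 10 µg/mL apiece, read by AlphaScreen after 30 min at room temperature.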
AmpC inh no detg: AmpC beta-lactamase inhibition without detergent; 0.52% of 330,000 active; AmpC nitrocefin hydrolysis, absorbance 480 nm, 0.0001% Triton; Potency, µM (titrated, usually from 57.1 µM), for the others: at the highest dose activity change, negative = inhibition, usual class: inhibitors;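 further: potency means the concentration at half of the fitted maximal effect; plate controls were no compound for no effect and no enzyme for full effect; nearly all actives have a fitted effect of over 20% in size; some results filed as inactive show a strong effect at the top dose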
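20 mM phosphate pH 7.0 + 0.01% (detergent screen) or 0.0001% Triton X-100; 5.3 nM AmpC reagent; cpd preinc 15 min RT; nitrocefin (800 uM stock) to start; A480 q20 s × 4 min; Activity was normalised to no-enzyme and no-compound control wells.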
An asterisk follows results filed as active; ? = inconclusive; . = not tested or not shown; [ ] = another dose, or the depositor's remark. Unless noted, the call rests on the fitted dose curve; in most records, active means well fitted curve in the direction sought with a large enough effect; inconclusive means small, poorly fitted or top-dose-only effect, or another doubt; inactive means no such curve, though single readings can be large; an effect the other way counts as inactive or inconclusive. Unless noted, on the % scale 0 is the no-effect control and ±100 the full control effect.

SMILES	AmpC detergent	Giardia FBPA inh	HCMV inh	Sm TGR inh	AMA1-RON2 inh	AmpC inh no detg
Cc1cc(C)n(/N=C/c2c[nH]c3ccccc23)c(=O)c1	-19%	-6%	-26	-28%	-4%	-7%
CCOc1ccc(C(=O)Nc2cccc(NC(=O)c3cccs3)c2)cc1[N+](=O)[O-]	-12%	0%	-40	-3%	-5%	-32%
COc1ccc(CNC(=O)C2Cc3ccccc3CN2C(=O)c2ccco2)cc1 (stereo not drawn)	1%	1%	-18	-26%	24%	-25%
Cn1cc(S(=O)(=O)Nc2ccc(OC(F)(F)F)cc2)c(=O)n(C)c1=O	5%	6%	52	4%	-20%	3%
COCCN(C(=O)CNC(=O)c1ccco1)C(C(=O)NC1CCCC1)c1ccccc1F (stereo not drawn)	3%	.	17	3%	11%	0%
O=C(O)CCc1ccc(-c2ccc(Cl)cc2)n1-c1cccc(C(F)(F)F)c1	-1%	.	18	25µM*	.	.
CCn1ncc(C(=O)Nc2cccc(Cl)c2)c1C	-3%	-13%	266	6%	-18%	-12%
Cc1nnc2ccc(-c3ccc(NS(=O)(=O)c4ccc(Cl)s4)cc3)nn12	15%	.	17	7%	-7%	-18%
CCOC(=O)c1sc(NC(=O)c2cccs2)nc1C	3%	4%	84	17%	4%	-20%
COC(=O)/C=C1/SC(=NC(=O)c2cccc([N+](=O)[O-])c2)NC1=O	-6%	.	10	-17%	-6%	?
Cc1sc2c(c1C)c(=O)n(-c1ccccc1)c1nncn21	1%	8%	14	0%	6%	-10%
COc1cc2ncnc(NCc3ccccc3C)c2cc1OC	2%	3%	15	3%	-3%	-21%
CCCc1cc(C(=O)N2CCN(c3ccccc3C)CC2)cs1	-10%	-2%	-38	-1%	25%	-14%
Cc1ccc(-c2cc(=O)c3cc(F)ccc3[nH]2)cc1	-6%	7%	0	1%	-2%	-8%
COc1ccc(NC(=O)C2=C(C)Nc3ncnn3C2c2sccc2C)cc1 (stereo not drawn)	11%	.	-5	0%	.	.
COc1ccccc1[N+](=O)[O-]	-3%	.	-6	?	11%	-7%
O=C(NCCN1CCCCC1)c1ccc(Cl)nc1Cl	-6%	0%	-6	2%	7%	1%
CCC(CC)NC(=O)Cc1ccccc1OC	?	3%	-36	-1%	-7%	-9%
Cc1cc2c(c(SCC(=O)Nc3ccc(C)c(C)c3)n1)C(=O)OC2	2%	9%	23	-9%	-3%	1%
CC(=O)N1CCN(S(=O)(=O)c2cccc(C(=O)OCN3C(=O)c4ccccc4C3=O)c2)CC1	-2%	12%	-17	-31%	1%	124%[activator]

Molecules listed so far with a CF3 group:
SMILES	AmpC detergent	Giardia FBPA inh	HCMV inh	Sm TGR inh	AMA1-RON2 inh	AmpC inh no detg
Cn1cc(S(=O)(=O)Nc2ccc(OC(F)(F)F)cc2)c(=O)n(C)c1=O	5%	6%	52	4%	-20%	3%
O=C(O)CCc1ccc(-c2ccc(Cl)cc2)n1-c1cccc(C(F)(F)F)c1	-1%	.	18	25µM*	.	.

Compounds listed so far that have four or more nitrogen atoms (three):
SMILES	AmpC detergent	Giardia FBPA inh	HCMV inh	Sm TGR inh	AMA1-RON2 inh	AmpC inh no detg
Cc1nnc2ccc(-c3ccc(NS(=O)(=O)c4ccc(Cl)s4)cc3)nn12	15%	.	17	7%	-7%	-18%
Cc1sc2c(c1C)c(=O)n(-c1ccccc1)c1nncn21	1%	8%	14	0%	6%	-10%
COc1ccc(NC(=O)C2=C(C)Nc3ncnn3C2c2sccc2C)cc1 (stereo not drawn)	11%	.	-5	0%	.	.

Next part
SMILES	AmpC detergent	Giardia FBPA inh	HCMV inh	Sm TGR inh	AMA1-RON2 inh	AmpC inh no detg
C/C(=N\NC(=O)C(=O)Nc1cccc(Cl)c1C)c1ccncc1	-1%	-3%	?	0%	18%	-18%
CC(C)=CCC[C@](C)(OC1OC(COC2OCC(O)C(O)C2O)C(O)C(O)C1O)C1CC[C@]2(C)C1C(O)CC1[C@@]3(C)CCC(O[C@@H]4O[C@H](CO)C(O)C(O)C4O[C@@H]4OC(CO)C(O)C(O)C4O)C(C)(C)C3CC[C@]12C (stereo partly drawn)	.	.	-4	.	-2%	324%[activator]
CCN(CC)c1ccc(NC(=O)c2cc(OC)cc(OC)c2)c(C)c1	0%	-1%	-85*	-1%	-19%	-24%
COc1ccc(-c2noc(CSc3nc(N)cc(=O)[nH]3)n2)cc1OC	3%	.	71	10%	.	.
COc1cc2c(cc1OC)/C(=C/c1ccc(Cl)cc1)C(=O)OC2	-9%	-4%	0	-5%	-3%	44%
Cc1ccc(NC(=O)CN(C)C(=O)Cn2ccsc2=N)cc1	-1%	-2%	-14	-9%	-8%	-14%
CCCCN(CCCNC(=O)c1cc(Nc2ccc(OC)cc2)nc2ccccc12)Cc1ccccc1	-1%	.	-71*	6%	.	.
CC(=O)c1cccc(NC(=O)COC(=O)C2CCCN2C(=O)c2cccs2)c1 (stereo not drawn)	.	.	-6	.	-14%	-8%
COCCCNC(=O)CCCN1C(=O)CCn2nc(-c3cccn3C)cc21	27%	.	6	4%	.	.
COc1ccc(C(=O)Nc2n[nH]c(-c3ccncc3)n2)cc1	-4%	-1%	24	0%	-2%	-4%
CCCCCCn1c(C(C)O)nc2ccccc21 (stereo not drawn)	?	2%	-17	-22%	0%	1%
Cc1[nH][nH]c(=O)c1C(c1ccc(-c2ccc(F)cc2)o1)c1c(C)[nH][nH]c1=O	5%	?	17	32µM*	-4%	-25%
CCOc1cc(N2CCOCC2)c(OCC)cc1NC(=O)CSc1ncccc1C(=O)O	.	.	-12	.	-1%	-19%
O=C(COc1ccc(Br)cc1)NC(=S)Nc1ccccc1N1CCOCC1	0%	-2%	30	1%	19%	-27%
O=C1Nc2ccccc2/C1=C/c1ccnc2ccccc12	0%	-6%	-11	-23%	-11%	-8%
CCOC(=O)c1c(C)[nH]c(C(=O)N2CCN(c3ccc(OC)cc3)CC2)c1C	-8%	-3%	-35	-15%	-18%	71%[activator]
CC(C)(C)c1ccc(NC(=O)c2c(F)cccc2Cl)cc1	-3%	-24%	-36	-6%	2%	-21%
O=C(/C=C/c1cccc([N+](=O)[O-])c1)NCCSCc1ccccc1Cl	-3%	-2%	41	-23%	-16%	-21%
OCCC1CN(Cc2ccc(-c3ccco3)cc2)CCN1Cc1ccsc1 (stereo not drawn)	8%	-7%	-19	-8%	-8%	57%
Nc1nccnc1C(=O)OCC(=O)NCCc1ccc(S(N)(=O)=O)cc1	?	.	-12	-22%	6%	-9%

Exported comma-delimited: entries from further up
compound,AmpC detergent,Giardia FBPA inh,HCMV inh,Sm TGR inh,AMA1-RON2 inh,AmpC inh no detg
COC(=O)/C=C1/SC(=NC(=O)c2cccc([N+](=O)[O-])c2)NC1=O,-6%,.,10,-17%,-6%,?
Cc1sc2c(c1C)c(=O)n(-c1ccccc1)c1nncn21,1%,8%,14,0%,6%,-10%

Full records from above. Order of values: AmpC detergent	Giardia FBPA inh	HCMV inh	Sm TGR inh	AMA1-RON2 inh	AmpC inh no detg
`CCCCCCn1c(C(C)O)nc2ccccc21` (stereo not drawn) across the screens: ?	2%	-17	-22%	0%	1%
`O=C1Nc2ccccc2/C1=C/c1ccnc2ccccc12` across the screens: 0%	-6%	-11	-23%	-11%	-8%
`CCC(CC)NC(=O)Cc1ccccc1OC` across the screens: ?	3%	-36	-1%	-7%	-9%
`CCOc1cc(N2CCOCC2)c(OCC)cc1NC(=O)CSc1ncccc1C(=O)O` across the screens: .	.	-12	.	-1%	-19%

(list continues)
SMILES	AmpC detergent	Giardia FBPA inh	HCMV inh	Sm TGR inh	AMA1-RON2 inh	AmpC inh no detg
CN(C)CCN=Cc1c(O)n(Cc2ccc3c(c2)OCO3)c(=S)[nH]c1=O	1%	19%	37	-6%	81%[activator]	-35%
Cc1ccc(Cl)cc1NC(=O)C(Cc1ccccc1)N1C(=O)C2C3CCC(C3)C2C1=O (stereo not drawn)	?	-4%	?	-18%	-12%	-26%
Cc1ccc(-n2nnnc2SCC(=O)NC(C(=O)O)(c2ccccc2)c2ccccc2)cc1C	3%	21%	-6	-9%	7%	-34%
Cc1nc2ccccn2c(=O)c1NC(=O)c1ccccc1Cl	16%	.	83	2%	.	.
Cc1ccc(/C=N/NC(=O)c2sccc2OCc2ccc(F)cc2)cc1	3%	4%	-4	-1%	-11%	-10%
CC1CCc2c(sc(NC(=O)c3ccco3)c2C(=O)O)C1 (stereo not drawn)	1%	-7%	43	5%	2%	-18%
COc1ccc(CC(=O)N2CCCc3ccccc32)cc1OC	1%	0%	-24	2%	9%	36%
O=C(NCc1ccccc1)c1ccc2nnsc2c1	?	5%	11	6%	17%	-37%
CCOC(=O)c1c(S(=O)(=O)Nc2ccc(CN3CCC(C)CC3)cc2)c(C)n(C)c1C	-2%	.	-27	1%	-7%	1%
Cc1cc(C)c2nc(N)sc2c1	3%	6%	59	11%	2%	-27%
Cc1c(C(=O)O)sc2nc(/C=C/c3cccc(F)c3)[nH]c(=O)c12	2%	-8%	84	-10%	-8%	-5%
CC(=O)Nc1ccc(NC(=S)NC(=O)c2oc3ccccc3c2C)cc1	-6%	-2%	-5	-1%	-1%	-22%
Cc1ccc(S(=O)(=O)c2nc(-c3ccccc3)oc2N2CCCCCC2)cc1	5%	.	-8	-21%	.	.
CSc1ccc(CNC(=O)C(C)n2nc(C)c3c(C)n(-c4ccccc4)nc3c2=O)cc1 (stereo not drawn)	-6%	.	-62*	-1%	-8%	-21%
COC(=O)c1sccc1NC(=O)c1csc2c1CCCC2	1%	0%	11	6%	30%	-38%
COc1ccc([N+](=O)[O-])cc1N1C(=O)c2cccc3cccc(c23)C1=O	10%	9%	-1	1%	19%	-10%
Cc1nc(-c2ccc(C#N)cc2)cs1	3%	4%	-9	0%	11%	-14%
CC(C)N(C(=S)Nc1cccc(S(=O)(=O)N(C)C)c1)c1ccccc1	2%	-14%	-40	11µM*	32%[activator]	-20%
CC1(C(=O)NC2CCCCCCC2)CCC(=O)N1Cc1cccs1 (stereo not drawn)	0%	1%	8	-1%	2%	30%
CCc1ccccc1Nc1nn2c(=O)c3ccc(C(=O)NCc4ccccc4Cl)cc3nc2s1	1%	.	19	-2%	.	.
CCc1cc2c(NCc3ccco3)ncnc2s1	-1%	-18%	-32	-17%	-17%	-25%
COc1cc(OC)cc(C(=O)OCC(=O)Nc2cccc(C(C)=O)c2)c1	-9%	-4%	-16	-1%	-9%	-8%
C#CCOCCOCCOCCNc1nc(N2CCN(C(=O)CCCCCCCCCCNC(=O)[C@H]([C@@H](C)CC)n3cc(CCCCCN)nn3)CC2)nc(N2CCN(C(=O)CCCCCCCCCCNC(=O)[C@@H]([C@H](C)CC)n3cc(CCCCCN)nn3)CC2)n1	12%	.	.	-34%	.	359%[activator]
CCOC(=O)c1cc(-c2ccc(F)cc2)n(CC(=O)NC2CCCCC2)c1C	-4%	.	?	8%	.	.
Cc1ccc2nc(SCC(=O)Nc3nonc3C)[nH]c2c1	?	-1%	-27	5%	-6%	-16%

Compound activity as filed in PubChem.
